Source: PubChem BioAssay
FXIa single inh: inhibitors of human coagulation factor XIa; inhibition, % at 10 µM; P03951; 33,000 compounds, 0.3% hits; purified human FXIa, fluorogenic AMC substrate cleavage;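 active = inhibition above 40% in the primary screen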;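 also: 0% = enzyme without compound and 100% = blank wells lacking enzyme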
FXIIa single: inhibitors of human coagulation factor XIIa; purified human FXIIa, AMC substrate fluorescence, 2 h; inhibition, % at 10 µM; 33,000 compounds, 0.2% hits; AID 701; in the data active = inhibition above about 30%;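 also: 0% = enzyme with vehicle only and 100% = no enzyme blank; many of its hits are not listed in these tables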
Target sequence (P00748 20-372 limits assumed): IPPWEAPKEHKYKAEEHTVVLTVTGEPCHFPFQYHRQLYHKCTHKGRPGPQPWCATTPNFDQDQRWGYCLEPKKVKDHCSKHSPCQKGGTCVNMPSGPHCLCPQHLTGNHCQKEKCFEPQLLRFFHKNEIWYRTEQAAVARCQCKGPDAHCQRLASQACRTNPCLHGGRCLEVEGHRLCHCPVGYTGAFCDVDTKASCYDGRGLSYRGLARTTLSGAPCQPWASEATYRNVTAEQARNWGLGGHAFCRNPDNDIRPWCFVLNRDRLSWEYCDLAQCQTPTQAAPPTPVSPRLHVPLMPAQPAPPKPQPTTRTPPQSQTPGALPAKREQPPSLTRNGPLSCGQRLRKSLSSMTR
Target sequence (P00748 373-615 limits assumed): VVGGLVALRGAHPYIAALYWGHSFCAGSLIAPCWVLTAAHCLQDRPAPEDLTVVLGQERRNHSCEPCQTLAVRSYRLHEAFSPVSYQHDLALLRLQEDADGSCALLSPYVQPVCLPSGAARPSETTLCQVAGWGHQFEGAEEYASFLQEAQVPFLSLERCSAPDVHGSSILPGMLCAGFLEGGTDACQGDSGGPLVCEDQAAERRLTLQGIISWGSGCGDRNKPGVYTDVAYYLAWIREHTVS
* hit, by the source's call. Only part of the results is shown; the hit share may differ from the screen's.

FXIIa single | FXIa single inh | molecule
2 | -4 | O=C(Cn1cnc2c(oc3ccccc32)c1=O)N1CCCc2ccccc21
-2 | 4 | CCOC(=O)c1sc(SCC(=O)Nc2ccc(N(C)C)cc2)nc1N
-1 | -1 | O=C(CN(C1CCCCC1)S(=O)(=O)c1ccc(F)cc1)Nc1ccc2c(c1)OCO2
5 | -4 | COc1ccc(C(=O)NCc2c(CC(C)C)oc(C)c2C(=O)O)cc1
0 | -2 | COC(=O)c1c(NS(C)(=O)=O)sc2c1CCCC2
5 | 0 | CCCCC(=O)O[C@]1(C(=O)CO)CC[C@H]2[C@@H]3CCC4=CC(=O)CC[C@]4(C)[C@H]3[C@@H](O)C[C@@]21C
8 | 1 | CCCCNC(=O)CSc1nnc(-c2ccc(S(=O)(=O)N3CCCC3)cc2)n1C
-2 | 0 | CN(c1ccccc1C(=O)NCc1ccco1)S(C)(=O)=O
6 | -14 | COc1ccc(CNC(=O)CN2C(=O)C(C)N(c3ccc(C)cc3)C2=O)cc1 (stereo not drawn)
5 | -7 | CCn1c(NC2CCCCC2)nc2ccccc21
6 | -3 | c1ccc(-c2noc(-c3ccccc3-c3ccccc3)n2)cc1
-16 | 1 | O=C(CN1CCOCC1)Nc1cccc(Br)c1
8 | -2 | O=C(CSC1=NCCN1)C1COc2ccccc2O1 (stereo not drawn)
13 | 11 | CCOc1ccc(C(=O)SC2=NCCS2)cc1
7 | 2 | CCn1nc(CC(=O)Nc2ccc(-n3cnnn3)c(OC)c2)c2ccccc2c1=O
5 | -4 | Cc1ccccc1N1CCN(S(=O)(=O)c2ccccc2)CC1
0 | -8 | CN(C)c1ccc(NC(=O)c2cn(-c3ccccc3)nc2-c2cccs2)cc1
6 | -3 | Cn1nnc2cc(C(=O)NC3CC3)ccc21
1 | 0 | Cn1cc(SCC(N)=O)c2ccccc21
4 | 3 | CCOC(=O)c1ccc(NCc2nc3ccccc3n2C)cc1
6 | 6 | CN(C)CCCN(C(=O)c1cccs1)c1nc(-c2ccccc2)cs1
6 | 3 | CCc1cc2cc(C)ccc2nc1SCC(=O)Nc1cc(C)on1
-14 | 31 | CCN(CC)S(=O)(=O)c1cccc(-c2cn3cc(C)ccc3n2)c1
6 | 1 | COc1ccc(NC(=O)c2cccc(N3C(=O)NC4CC3(C)Oc3ccccc34)c2)cc1 (stereo not drawn)

Seven compounds out of the list, arranged by number of heavy atoms, ascending.
FXIIa single | FXIa single inh | molecule
8 | -2 | O=C(CSC1=NCCN1)C1COc2ccccc2O1 (stereo not drawn)
5 | -4 | Cc1ccccc1N1CCN(S(=O)(=O)c2ccccc2)CC1
4 | 3 | CCOC(=O)c1ccc(NCc2nc3ccccc3n2C)cc1
-14 | 31 | CCN(CC)S(=O)(=O)c1cccc(-c2cn3cc(C)ccc3n2)c1
6 | 6 | CN(C)CCCN(C(=O)c1cccs1)c1nc(-c2ccccc2)cs1
7 | 2 | CCn1nc(CC(=O)Nc2ccc(-n3cnnn3)c(OC)c2)c2ccccc2c1=O
6 | 1 | COc1ccc(NC(=O)c2cccc(N3C(=O)NC4CC3(C)Oc3ccccc34)c2)cc1 (stereo not drawn)

New compounds follow.
FXIIa single | FXIa single inh | molecule
10 | 1 | Cn1c(=O)n(C)c2cc(NC(=O)CCl)ccc21
8 | -1 | COCCNC(=O)Cn1c(=O)n(C)c2ccccc21
6 | -1 | O=C(Cn1c(=O)oc2cc(S(=O)(=O)N3CCCC3)ccc21)N1CCCC1
3 | 5 | CCC(C)[C@H](NC(=O)OC(C)(C)C)C(=O)N/N=C/C1=Cc2ccccc2OC1 (stereo partly drawn)
4 | -3 | COc1ccc(NC(=O)NCc2ccncc2)c(OC)c1
9 | -5 | O=C(O)Cc1ccc(C(=O)c2ccccc2)s1
5 | 3 | Cc1c(C(N)=O)sc(N)c1C(=O)OC(C)C
3 | 0 | CCn1c(=O)n(CC)c2cc(S(=O)(=O)Nc3c(C)cccc3C)ccc21
3 | 8 | Cc1cccc2c(=O)cc(C)n(CC(=O)N3CCOCC3)c12
-3 | 1 | CCOc1ccc(-c2cc(C(=O)O)c3ccccc3n2)cc1
4 | -1 | CCCn1c(SCC(=O)c2cc(OC)ccc2OC)nnc1C(C)C
4 | 6 | CN(C)S(=O)(=O)c1ccc(Cl)c(C(=O)NCc2ccco2)c1
4 | -8 | O=C(c1ccccc1F)N(Cc1ccc2c(c1)OCO2)Cc1cc2cc3c(cc2n2nnnc12)OCO3
3 | -6 | CCc1c(O)nc(SCC(=O)N2CCOCC2)n(-c2ccccc2)c1=O
4 | -5 | COc1cccc(OC)c1C(=O)Nc1nc2ccc(S(C)(=O)=O)cc2s1
5 | 5 | O=C1CSC(c2cccc(F)c2)N1c1ccccc1F (stereo not drawn)
-2 | 1 | Cc1ccc(-c2nc3ccc(NS(=O)(=O)c4ccccc4)cc3[nH]2)o1
1 | -4 | O=S(=O)(NC1CCCCC1)c1ccc(F)c2ccccc12
6 | 5 | COc1cc2c(C(=O)Nc3ccc4c(c3)OCO4)cn(CC(C)C)c(=O)c2cc1OC
9 | -2 | COC(=O)C(Cc1cnc(Cl)s1)(C(=O)OC)c1ccc([N+](=O)[O-])cc1
-30 | -8 | Cc1ccc2nc(-c3ccc(O)cc3)c(Nc3ccc4c(c3)OCCO4)n2c1
8 | -5 | Nc1nc(C23CC4CC(CC(C4)C2)C3)cs1
7 | -4 | Clc1ccc(N2COC3c4cccc5cccc(c45)C32)cc1 (stereo not drawn)
8 | 4 | COc1ccc(NC(=O)C2CCCN(S(=O)(=O)c3ccc4c(c3)oc(=O)n4C)C2)c(OC)c1 (stereo not drawn)
2 | -4 | CCOC(=O)Cc1csc(NC(=O)c2ccncc2)n1
8 | -1 | O=c1[nH]c2ccccc2c(=O)n1CCCO
15 | 6 | Nc1nc(N2CCCCC2)nc(N2CCCCC2)n1
4 | 5 | Cn1c(=O)cc(SCC(=O)Nc2ccc3c(c2)OCO3)c2ccccc21
5 | -2 | COC(=O)COc1ccc(NC(=O)C2CCCO2)cc1 (stereo not drawn)
2 | 1 | COC(=O)c1ccccc1NC(=O)NCc1ccc2c(c1)OCO2
12 | -3 | CCN(CC)CCN1C(=O)C(=O)/C(=C(/O)c2ccc(OC)c(OC)c2)C1c1ccccn1 (stereo not drawn)
8 | -10 | O=S(=O)(c1ccccc1)N1CCN(c2ncccn2)CC1
0 | 0 | COCCNC(=O)c1cc2cc(Br)cc(OC)c2oc1=O
2 | -5 | O=C(Nc1ccc(N2CCN(C(=O)c3ccco3)CC2)cc1)c1ccccc1F
6 | 11 | COC(=O)CNC(=O)CN1C(=O)N(c2cccc(Cl)c2)C(N(O)C(=O)Nc2cccc(Cl)c2)C1(C)C (stereo not drawn)
-18 | 0 | O=C(NCc1ccccc1)C1C(=O)N(Cc2ccccc2)C(=O)C1C1(O)CCCC1 (stereo not drawn)

Random excerpt: 2 compounds from above, in no set order.
FXIIa single | FXIa single inh | molecule
4 | 6 | CN(C)S(=O)(=O)c1ccc(Cl)c(C(=O)NCc2ccco2)c1
-3 | 1 | CCOc1ccc(-c2cc(C(=O)O)c3ccccc3n2)cc1

(cont.)
FXIIa single | FXIa single inh | molecule
-1 | 0 | CCCCCOC(=O)CSc1nc2c(c(=O)[nH]c(=O)n2C)n1CCc1ccccc1
-2 | -2 | COC(C(=O)Nc1ccc(S(=O)(=O)N2CCCCC2)cc1)c1ccccc1 (stereo not drawn)
5 | 5 | CC(C)C(=O)N1C2CCC1CC(O)(c1ccc(F)cc1)C2 (stereo not drawn)
5 | -7 | CCc1nnc(NC(=O)CSc2nnc(-c3ccco3)n2CC)s1
-2 | -5 | CC(C)Cc1nnc(NC(=O)CSc2nc(N)cc(=O)[nH]2)s1
1 | 4 | COc1cccc(-n2cnc3scc(-c4cccs4)c3c2=O)c1
7 | -7 | CCOC(=O)C1=C(C)NC(=O)NC1c1ccsc1 (stereo not drawn)
7 | -2 | COc1ccc(O)c(/C=N/c2sc(C)c(C)c2C#N)c1
4 | -2 | CCn1c(SCC(=O)N2CCN(c3ccccc3F)CC2)nnc1-c1ccoc1C
-1 | -8 | Cc1cccc(-c2cc3nc(C)cc(NCCCn4ccnc4)n3n2)c1
8 | -4 | O=C(O)c1cccc(C(=O)O)n1
7 | 3 | Clc1ccc(C(c2nnnn2C2CCCC2)N2CCN(c3nc4ccccc4s3)CC2)cc1 (stereo not drawn)
2 | -2 | CC1(C)CC(=O)C2=C(C1)Nc1ccccc1N1C(=O)c3ccccc3C21 (stereo not drawn)
2 | -1 | C=C(C)C1CC=C(C)/C(=N/NC(=O)COc2ccc(C)cc2)C1 (stereo not drawn)
5 | -3 | O=C(CCc1nc(-c2cccs2)no1)NCc1ccc(F)cc1Cl
3 | 8 | Cc1ccc(C)c(NS(=O)(=O)c2ccc(OCC(=O)N3CCCC3)cc2)c1
0 | 7 | N#CC1(Nc2ccccc2)C(=O)Nc2ccccc21 (stereo not drawn)
4 | -1 | CCCn1c(SCC(=O)Nc2ccccc2Oc2ccccc2)n[nH]c1=O
-9 | 27 | CN(C)c1ccc(/C=C(\C#N)C(=O)Nc2nc3c(s2)CCN(Cc2ccccc2)C3)cc1
4 | -2 | O=C(Cn1cc(C(=O)C2CC2)c2ccccc21)NCc1ccccc1
10 | 2 | Cc1ccc(N2C(=O)CSC2c2ccc3c(c2)OCO3)cc1 (stereo not drawn)
-10 | 4 | O=C(CNC(=O)c1ccco1)OCC(=O)c1cccc2ccccc12
7 | 0 | O=C(CC(c1ccco1)C1CCCCC1=O)c1ccccc1 (stereo not drawn)
2 | 9 | Cc1ccc(-c2nc3ncccn3c2Nc2ccc3c(c2)OCCO3)o1
-7 | 1 | Cc1sc2nc3n(c(=O)c2c1C)CCCS3
9 | -2 | O=C(CCN1CCc2ccccc2C1)Nc1ccc2c(c1)OCO2
7 | -4 | CS(=O)(=O)N1CCN(C(=O)C2c3ccccc3Oc3ccccc32)CC1
-11 | -12 | CCOC(=O)c1ccc(NC(=S)N2CCN(S(C)(=O)=O)CC2)cc1
7 | -2 | O=C1C(NS(=O)(=O)c2cccs2)=C(N2CCN(c3cccc(C(F)(F)F)c3)CC2)C(=O)c2ccccc21
9 | -7 | COc1ccc(-n2cnc3ccccc32)cc1
-9 | -9 | COc1ccc(OC)c(C(=O)COC(=O)C2CC3CCCC(C2)C3=O)c1 (stereo not drawn)
8 | -3 | Cc1cc(NC(=O)c2ccc3c(c2)OCO3)ccc1NC(=O)c1ccco1
2 | 11 | COC(=O)c1ccccc1NC(=O)Cn1c(CCC(=O)O)ccc1-c1cccs1
8 | 11 | CS/C(=C\[N+](=O)[O-])Nc1ccc(F)cc1
5 | 10 | COc1ccc(NC(=O)C2CCN(C(=O)c3ccc(OC)cc3)CC2)cc1
-5 | -4 | CC1CC(C)CN(C2CCN(Cc3cccnc3)CC2)C1 (stereo not drawn)
3 | -1 | CCC(CC)c1nnc(NC(=O)c2c(C)nn(Cc3ccccc3Cl)c2C)s1
17 | -2 | O=C(Nc1cccc(Cl)c1)OCc1cnc(Cl)s1
7 | 2 | O=[N+]([O-])c1ccc(Cl)cc1Sc1cccc2cccnc12
-4 | -2 | CCn1cc(C(=O)NC2CCCCC2)c(=O)c2ccc(C)nc21
8 | -2 | CCC(C)Sc1nc(O)c(Cc2ccccc2)c(=O)[nH]1 (stereo not drawn)
6 | -11 | CCN(CC)c1ccc(C2C3CCCCC3(O)CCN2CC(=O)Nc2ccccc2)cc1 (stereo not drawn)
6 | -1 | CC1C/C(=N/O)C(C)CN1 (stereo not drawn)
5 | 1 | O=C(NC1CCCCC1)C1CC(O)CN1C(=O)OCc1ccccc1 (stereo not drawn)
3 | 4 | Cc1nc(CN2CCN(C(=O)c3ccc(C(C)(C)C)cc3)CC2)cs1
5 | -2 | Cc1nc2nc[nH]n2c(=O)c1NC(=O)CC12CC3CC(CC(C3)C1)C2
7 | 0 | COc1ccc(Nc2nc(C(=O)NCCCN3CCOCC3)cs2)cc1
3 | 11 | Cc1ccccc1C1NC(=O)Cc2ccccc21 (stereo not drawn)
-1 | 0 | CCCCc1nnc(NC(=O)CCSc2ccccc2)s1
11 | 8 | CCOC(=O)N1CCC(N(CCOC)C(=O)Nc2ccc(C)c(C)c2)CC1
6 | -3 | O=C(NC1CCCCC1)c1cccnc1C(=O)O
-1 | 0 | Cc1nn(Cc2ccccc2Cl)c(C)c1NC(=O)c1nc2ncccn2n1
5 | 6 | N#Cc1c(-c2ccccc2)nc(-c2ccccc2)nc1N1CCOCC1
6 | -6 | CCCn1c(NC(=O)c2ccc(C)cc2)nc2ccccc21
4 | -12 | COc1ccc(N2C3=C(CC4=C2CC(C)(C)CC4=O)C(=O)CC(C)(C)C3)cc1
0 | 0 | O=C(OCc1ccccc1)C1=[N+]([O-])OC(C(=O)OCc2ccccc2)C1c1c[nH]c2ccccc12 (stereo not drawn)
5 | -4 | O=C(C(c1ccccc1)c1ccccc1)N(Cc1ccco1)C1CCS(=O)(=O)C1 (stereo not drawn)
-14 | -5 | Cc1ccc(CC23CN4CCN(CC(C4)C2O)C3)c(C)c1 (stereo not drawn)
5 | 2 | COc1ccc(C(C)n2c(C)c3c(C)nnc(C)c3c2C)cc1 (stereo not drawn)
-4 | -10 | CCCCn1nnnc1SCC(=O)N(CC)CC

Continuation:
FXIIa single | FXIa single inh | molecule
-1 | -5 | CCOC(=O)c1ccc(NCc2ccncc2)cc1
5 | 1 | CCOc1ccc(NC(=O)CCN2CCN(c3ccccc3F)CC2)cc1
0 | -5 | Cc1cccc(NC(=O)CSc2nnc(Cn3cnc4ccccc43)o2)c1
5 | 4 | CCOC(=O)C1CCCN(C(=O)CN2CCN(Cc3ccc(Cl)cc3)C2=O)C1 (stereo not drawn)
8 | -3 | Cc1ccc(C(=O)Nc2ccccc2-c2ccccc2)o1
3 | 9 | O=C(Nc1ccc(Cl)c(C(F)(F)F)c1)C1CCCN(S(=O)(=O)c2cnc[nH]2)C1 (stereo not drawn)
11 | -4 | Cc1cc2ccccn2c1C(=O)c1ccc(Cl)cc1
-12 | 3 | COc1ccc(S(=O)(=O)N(CC(=O)N2CCOCC2)Cc2ccccc2)cc1
-2 | -7 | O=C(CSc1nc2c(c(C(F)(F)F)n1)CCc1ccccc1-2)NCc1ccccc1
11 | 8 | Cc1sc2nc(C(C)C)oc(=O)c2c1C
5 | -3 | c1ccc(SCCc2ccncc2)cc1
-9 | -11 | COC(=O)c1c(N)sc2c1CCN(c1ncc(C(F)(F)F)cc1Cl)C2
